# Bioassay records from PubChem BioAssay.
# Arr AP2 block: inhibitors of human beta-arrestin and AP2 interaction. FITC-arrestin peptide / GST-AP2 beads, flow cytometry; AP2 beta2 appendage carries R879A mutation. inhibition, % at 10 µM. 340,000 tested, 0.31% active. AID 504490;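 active = inhibition above a set limit, near 3 SD of compounds lacking own fluorescence, cut at about 54% in these data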;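 also: plate controls were DMSO wells for no effect and 5 µM unlabelled arrestin peptide for full effect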
#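 Material – AP2 appendage R879A on GSH beads · Buffer or medium – PBS with 0.05% Tween 20 and 0.1% BSA · Probe or stimulus – fluorescein-tagged arrestin peptide at 50 nM final · Incubation – compound with beads 12 min RT, then probe 1 h RT · Detection – high-throughput flow cytometry of beads, ex 488, em 535 nm · Evaluation – percent response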
# Pemphigus Ab inh: human desmoglein-3 autoantibody binding inhibition; DSG3-coupled beads, scFv-anti-DSG3-GFP binding, flow cytometry; active compounds read low; binding (percent of control), % at 10 µM; 310,000 tested, 0.48% active; AID 588358;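 active = binding more than 3 SD below its plate's average and above zero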;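 also: hits lower antibody fragment binding to DSG3; some compounds called inactive have numbers as strong as hits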
# Target sequence (P32926 whole entry, looked up, the tested form may be a part): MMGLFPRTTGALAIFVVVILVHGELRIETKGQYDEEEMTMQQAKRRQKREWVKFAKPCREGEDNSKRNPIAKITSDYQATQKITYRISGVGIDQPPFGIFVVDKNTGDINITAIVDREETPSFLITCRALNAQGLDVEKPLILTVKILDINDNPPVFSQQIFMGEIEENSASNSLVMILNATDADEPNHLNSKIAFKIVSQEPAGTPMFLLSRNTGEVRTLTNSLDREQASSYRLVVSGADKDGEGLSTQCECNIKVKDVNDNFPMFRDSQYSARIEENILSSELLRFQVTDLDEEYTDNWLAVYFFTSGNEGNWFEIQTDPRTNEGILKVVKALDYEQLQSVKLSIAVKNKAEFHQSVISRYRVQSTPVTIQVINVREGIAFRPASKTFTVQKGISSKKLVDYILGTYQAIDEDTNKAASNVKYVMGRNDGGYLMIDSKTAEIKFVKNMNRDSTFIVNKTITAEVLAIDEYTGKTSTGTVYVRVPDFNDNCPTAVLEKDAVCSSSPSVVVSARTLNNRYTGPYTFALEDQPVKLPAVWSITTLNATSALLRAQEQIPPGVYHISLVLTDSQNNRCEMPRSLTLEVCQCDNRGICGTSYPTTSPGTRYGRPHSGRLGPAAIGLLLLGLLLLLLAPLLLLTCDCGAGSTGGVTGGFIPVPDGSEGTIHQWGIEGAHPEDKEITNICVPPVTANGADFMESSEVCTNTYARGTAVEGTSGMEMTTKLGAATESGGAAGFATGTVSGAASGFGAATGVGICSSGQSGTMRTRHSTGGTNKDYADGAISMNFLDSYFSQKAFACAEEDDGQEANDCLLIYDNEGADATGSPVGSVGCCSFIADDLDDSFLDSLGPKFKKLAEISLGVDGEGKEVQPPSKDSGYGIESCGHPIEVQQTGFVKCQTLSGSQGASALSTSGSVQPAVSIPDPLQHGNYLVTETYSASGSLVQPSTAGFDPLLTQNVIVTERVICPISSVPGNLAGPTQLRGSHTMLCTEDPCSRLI
# LANA DNA inh: inhibitors of KSHV LANA C-terminal domain DNA binding; MBP-C-LANA/FAM-LBS DNA binding, fluorescence polarization; inhibition, % at 9 µM; 340,000 tested, 0.078% active;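 active = highest replicate inhibition at or above 60% at 9 µM, even if other replicates fall short; inactive = all replicates below 60% inhibition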;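 also: 0% = neutral control wells and 100% = 4 µM acridine orange control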
# V-ATPase pHluor: alters yeast V-ATPase proton transport; S. cerevisiae, pHLuorin cytosolic pH fluorescence; response, % at 10 µM; 350,000 tested, 0.37% active; in the data active = response mostly above about 7.3%, no sharp cut-off; inactive = mostly below about 5.4%; also: actives read high; inactives centre near 0; some compounds called inactive have numbers as strong as hits; reference of the scale not given here
# DAGLB inhibitor: diacylglycerol lipase beta (human) inhibition; 340,000 tested, 0.059% active; AID 504411; HEK293T DAGLB membrane lysate, EnzChek fluorogenic substrate; inhibition, % at 5.17 µM; in the data active = inhibition above about 34%;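 also: 0% = enzyme with vehicle and 100% = wells lacking enzyme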
# NSD2 inh: NSD2 (human) methyltransferase inhibition | O96028 | NSD2 peptide methylation, AlphaScreen, 120 min | inhibition, % at 12.5 µM | 310,000 tested, 0.54% active; in the data active = inhibition above about 50%
# CAL PDZ FP-1: inhibitors of human CAL PDZ peptide binding | purified CAL PDZ, TMR-peptide fluorescence polarization, 1 h | Q9HD26 | AID 504414 | 330,000 tested, 0.02% active | inhibition, % at 20 µM;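 active = highest replicate inhibition of at least 40%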;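 also: plate controls were DMSO neutral control wells for no effect and unlabeled competitor peptide control wells for full effect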
#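 System: purified tagged CAL PDZ domain construct (CerCALP). Schedule: 1 h incubation at room temperature before polarization reading. Medium: 25 mM sodium phosphate pH 7.4, 150 mM NaCl, TCEP, IgG, Thesit. Read-out: percent inhibition from loss of millipolarization. Measured by: FP readout, S and P plane fluorescence. Probe or stimulus: fluorescent TMR peptide probe.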
# Keap1-Nrf2 PPI: inhibitors of human Keap1-Nrf2 protein-protein interaction | AID 504523 | Keap1 Kelch-Nrf2 peptide fluorescence polarization, 1536-well | inhibition, % at 9.4 µM | Q14145 | 340,000 tested, 0.15% active; in the data active = inhibition above about 12%;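 also: human Keap1 Kelch domain with fluorescein labeled Nrf2 9mer peptide probe; 0% = neutral control wells and 100% = peptide positive control; higher means more block of Keap1 binding to Nrf2 peptide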
# CAL PDZ FP-2: inhibitors of human CAL PDZ peptide binding. AID 602252. purified CAL PDZ, TMR-peptide fluorescence polarization, 1 h. Q9HD26. 300,000 tested, 0.92% active. inhibition, % at 24.9 µM;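 active = mean inhibition of at least 30% with at least half of replicates also reaching 30%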;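 also: 0% = DMSO neutral control and 100% = excess unlabeled competitor peptide PRC23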
# Cardiac RTF inh: cardiac RTF calcium desensitization. P19429+P45379. AID 493244. inhibition, % at 7.15 µM. 340,000 tested, 0.12% active. IANBD-labeled cardiac RTF, Ca2+ fluorescence;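 active = inhibition above the mean inhibition of all tested compounds plus 3 SD, cut at about 17% in these data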;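 also: assay run at fixed EC70 calcium of 1.6 mM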
# * hit, by the source's call; x = no result given. This is a subset; count on the stated rates, not on these rows.
SMILES,Arr AP2 block,Pemphigus Ab inh,LANA DNA inh,V-ATPase pHluor,DAGLB inhibitor,NSD2 inh,CAL PDZ FP-1,Keap1-Nrf2 PPI,CAL PDZ FP-2,Cardiac RTF inh
CCOc1ccccc1NC(=S)Nn1cnnc1,16,100,-1.2,4,0,-5,-2.0,-3,-3,-2
Nc1nc(NCc2ccco2)nc(N2CCCC2)c1[N+](=O)[O-],2,107,0.4,2,1,5,0.8,-3,-6,2
O=C1Nc2ccc([N+](=O)[O-])cc2OC1CCN1CCCC1 (configuration not stated),-8,112,-0.8,1,-1,2,39,-2,-1,5
CCCc1cc(C(=O)Nc2sc3c(c2C(=O)OCC)CCCC3)no1,-2,104,-0.4,-3,-1,x,-0.1,-3,-2,0
COc1ccc(N=Cc2ccc(-c3ccccc3)o2)cc1,-9,103,-0.7,-1,1,0,0.1,-2,x,-17
S=c1[nH]nc(-c2ccc(Cl)cc2)n1CC1CCCO1 (configuration not stated),9,108,0.7,3,-3,1,-1.1,-3,-9,0
COc1ccc(/C=C/C(=O)NC(=S)NCC2CCCO2)cc1 (configuration not stated),3,x,0.8,0,0,-1,-0.7,-4,3,6
COc1ccc(-c2cnc(SCC(=O)Nc3cc(C)on3)n2Cc2ccco2)cc1,25,72,2.1,-5,1,11,-1.2,-1,0,-2
COC(=O)c1ccc(CN2CCN(CCc3ccccc3)C(CCO)C2)cc1 (configuration not stated),43,96,-0.3,5,-4,7,-1.0,-1,5,-9
COc1cc(C2CC(=O)c3cnc(NC(=O)c4ccco4)nc3C2)cc(OC)c1OC (configuration not stated),8,x,2.6,-3,0,1,-3.3,-2,5,4
O=C(Cn1c2[n+](c3ccc(C(F)(F)F)cc31)CCCCC2)Nc1c(F)cccc1F,-2,104,-0.2,3,-1,2,-1.9,1,-5,0
Oc1ccc(Br)cc1-c1ccnn1-c1ccccc1,7,115,-2.3,-1,-3,-1,-0.8,-3,-5,-2
COc1cccc(C2CC(c3cccs3)=NN2C(=O)CSC2=NN3CCCC(=O)N=C3S2)c1OC (configuration not stated),17,94,-0.3,4,0,x,-1.0,-2,-2,-1
CN(CC(=O)Nc1cccc(F)c1)C(=O)c1cc2c(s1)CCCCC2,10,103,0.2,-3,-2,x,-1.0,0,-4,-10
Cc1cccc2c(=O)c(C(=O)NCCCN3CCOCC3)c[nH]c12,12,106,-1.1,-2,3,1,-0.2,-5,-1,-1
CC1CCCC(NC(=O)COC(=O)CCc2ccccc2)C1C (configuration not stated),7,99,0.5,0,-4,3,-0.3,1,-1,-1
Cc1c(C(=O)O)sc(=S)n1-c1ccc(Cl)cc1,-10,126,1.2,2,-2,-6,-2.7,-4,-2,0
Cc1cc(-c2cc(-c3ccc(Cl)cc3)on2)nc(NCC2CC2)n1,4,99,-1.6,11,2,x,0.3,0,-1,-8
Cc1ccc(S(=O)(=O)n2c([N+](=O)[O-])cnc2C)cc1C,11,84,0.8,2,-3,-8,-1.3,-2,-1,-6
CCC1(C)Cc2ccccc2-c2[nH][nH]c(=O)c21 (configuration not stated),8,100,0.4,2,3,2,-1.9,-3,-4,-2
CCCC1CC(C)(c2csc(Nc3ccc(OCC)cc3)n2)OC1=O (configuration not stated),-8,127,3.0,-2,-2,x,-1.7,0,-2,0
Nc1nonc1NC(=O)NN=C1CCCCC1,6,106,1.6,-2,-4,-1,-2.6,-3,-2,6
Cn1nnnc1SCC(=O)N1CCc2ccccc2C1,-5,99,-0.3,-2,-2,-1,x,-5,-2,0
CCN1CCN(c2ccc(S(=O)(=O)N3CCOCC3)cc2NC(=O)c2ccccc2SC)CC1,-11,103,0.2,0,1,6,-2.2,-3,-5,2
COc1ccccc1CNC(=O)C(C)NS(=O)(=O)c1ccc(C)cc1 (configuration not stated),-3,101,-2.6,7,-1,-2,-1.2,-5,x,-7
Cc1ccccc1-c1cc(C(=O)N2CCCC2)c2ccccc2n1,31,102,-0.1,1,4,5,0.2,-1,1,-4
C=CCN1C(=O)c2ccc(C(=O)NCC(=O)Nc3c(C)cc(C)cc3C)cc2C1=O,23,101,-0.1,-4,6,-3,-2.9,-1,x,-5
Cc1c(C(=O)Oc2ccc(F)cc2)sc2ncn(Cc3cccc(F)c3)c(=O)c12,-9,97,-0.5,1,-4,-5,0.1,-1,1,-4
COc1ccccc1C1CC(=O)Nc2cc(C)c(C)cc21 (configuration not stated),3,97,0.1,3,0,-3,x,-4,9,-10
COc1ccc(NC(=O)c2ccc(S(=O)(=O)C(F)F)cc2)c(OC)c1,60*,105,1.4,7,2,-1,3.1,0,-5,-7
O=C(/C=C/Nc1ccc(Br)cc1F)c1ccccc1,-3,106,1.0,2,-6,-1,-0.4,-7,-3,-9
COc1ccc(C(c2nnnn2C2CCCCC2)N2CCN(c3ccccc3F)CC2)cc1 (configuration not stated),-5,x,0.5,-2,-9,1,-0.5,-1,x,1
CCOC(=O)/C(C#N)=C\C1=C(N2CCCC2)CC(C)(CC)OC1 (configuration not stated),-6,99,1.5,0,2,5,x,-3,-4,5
COC(=O)c1cc(O)c(O)c(O)c1,-2,107,3.5,0,2,x,-0.9,-2,-1,-2
CN1CCN(S(=O)(=O)c2ccc(NC(=O)c3ccc([N+](=O)[O-])cc3)cc2)CC1,17,112,-0.4,1,-6,0,0.9,-4,-7,-3
CCOC(=O)c1ccccc1NC(=O)COC(=O)CSc1ccccc1,-6,101,-0.6,-7,-9,3,-1.0,-7,x,1
CCOC(=O)C1CCN(S(=O)(=O)c2cccc3nonc23)CC1,3,x,1.0,-1,0,-2,-1.9,-7,-4,-3
O=C(c1ccco1)N1CCN(C(=S)Nc2cc(F)cc(F)c2)CC1,29,97,0.5,-2,0,-3,-1.2,1,-6,-7
CCOC(=O)c1[nH]c2ccc(Cl)cc2c1NC(=O)/C=C/c1ccc2c(c1)OCO2,-14,95,0.5,1,-2,-2,0.6,1,-1,0
CCCC(c1nnnn1CS(=O)(=O)c1ccc(C)cc1)N1CCN(c2ccccc2)CC1 (configuration not stated),-8,98,-0.4,-1,-6,-6,1.5,-6,-4,4
COC(=O)C(C)Sc1nnc(Cc2cc(=O)[nH]c(=O)[nH]2)n1-c1ccc(Cl)cc1 (configuration not stated),5,104,18,-4,-2,x,0.0,0,x,-23
Cc1cc(=O)oc(C)c1C(=O)OCC(=O)c1ccc(Cl)c(Cl)c1,15,82*,-1.4,1,-2,1,-1.3,-4,-3,-3
COc1ccc(NC(=O)CC2(Cc3ccccc3)CCOC(C)(C)C2)cc1 (configuration not stated),50,100,1.5,-1,-5,21,-2.9,5,-2,-2
CCOC(=O)c1cc(NC(=O)N(CC)C2CCCCC2)c(C)nc1C,1,103,2.0,8,0,4,-0.5,3,x,-3
Cc1cc(Cl)ccc1NNC(N)=S,32,105,-1.5,2,-3,3,0.2,-1,x,-5
COc1ccc(CCNC(=O)CSc2nnc(-c3ccccc3)c3ccccc23)cc1OC,14,106,2.8,-4,0,1,-3.9,-8,0,-3
COc1ccc(-c2sc3ccccc3c2/C=C/c2ccncc2)cc1,-11,x,-0.5,-4,-4,x,-1.2,-5,-1,-5
CCCCCCCNC1=CC(=O)CC(c2ccccc2)C1 (configuration not stated),4,114,-1.0,4,-1,-23,-2.4,-4,0,2
CC(=O)Nc1c2c(nn1-c1ccccc1C)CS(=O)C2 (configuration not stated),-7,106,0.0,4,0,16,-1.0,5,4,-5
O=C(O)CNC(=O)c1ccc(N2CCOCC2)cc1[N+](=O)[O-],5,102,-0.2,1,0,0,-0.6,-2,x,-12
COc1ccccc1-c1c(C)nn2c(N3CCC(C(N)=O)CC3)cc(C)nc12,-7,105,0.4,-1,-1,x,0.1,0,x,-1
O=C(Nc1ccc2[nH]c(=O)[nH]c2c1)c1c(F)c(F)c(F)c(F)c1F,-5,76,-0.7,2,-1,-5,0.1,-3,x,-10
Cc1ccc(S(=O)(=O)NC(=O)Nc2nnc(C)s2)cc1,-4,x,1.2,3,1,1,-0.6,0,-1,10
Cc1ccc(C2=NN(C(=O)c3ccccc3F)C(c3ccccc3F)C2)cc1 (configuration not stated),-5,100,-0.9,-3,-10,0,-0.9,-5,-5,5
CC1CC(C)CN(C(=O)CSc2nnc(CSc3ncccn3)n2C)C1 (configuration not stated),-4,106,-1.1,4,0,-5,-1.1,3,0,-4
CNC(=O)COC(=O)c1cc(NC(=O)c2ccco2)c(OC)c(OC)c1,-5,84,-0.1,-1,-2,2,-0.9,-2,-6,-10
CCc1nc(SCc2ccccc2)n[nH]1,13,109,1.8,0,-1,-3,0.2,2,x,-16
COc1ccc(C2C3=C(CC(C)(C)CC3=O)Nc3cc4c(cc32)OCO4)cc1 (configuration not stated),33,109,0.7,0,1,-2,-2.5,-3,-4,10
O=C(/C=C/c1cccs1)Nc1ccc([N+](=O)[O-])cc1,7,98,-0.6,3,-2,9,-0.2,2,0,-1
COc1cc([C@@H]2CC=C(C(=O)O)[C@H](c3ccc(F)cc3)N2S(=O)(=O)c2ccc(C)cc2)cc(OC)c1OC,4,112,0.6,3,3,x,-0.4,-4,5,-6

# The closing 4 records of the part before lead into the next.
SMILES,Arr AP2 block,Pemphigus Ab inh,LANA DNA inh,V-ATPase pHluor,DAGLB inhibitor,NSD2 inh,CAL PDZ FP-1,Keap1-Nrf2 PPI,CAL PDZ FP-2,Cardiac RTF inh
CCc1nc(SCc2ccccc2)n[nH]1,13,109,1.8,0,-1,-3,0.2,2,x,-16
COc1ccc(C2C3=C(CC(C)(C)CC3=O)Nc3cc4c(cc32)OCO4)cc1 (configuration not stated),33,109,0.7,0,1,-2,-2.5,-3,-4,10
O=C(/C=C/c1cccs1)Nc1ccc([N+](=O)[O-])cc1,7,98,-0.6,3,-2,9,-0.2,2,0,-1
COc1cc([C@@H]2CC=C(C(=O)O)[C@H](c3ccc(F)cc3)N2S(=O)(=O)c2ccc(C)cc2)cc(OC)c1OC,4,112,0.6,3,3,x,-0.4,-4,5,-6
Cc1oc(-c2ccccc2Cl)nc1CN(C)C(C)c1ccon1 (configuration not stated),7,120,1.1,1,-1,0,-2.4,1,-1,13
Cc1cccc(NC2=NC3(CCCCC3)N=C(N)N2)c1,27,103,1.7,-5,1,1,-3.0,-1,-2,4
Cc1csc(NC(=O)c2nn(C)c(C)c2[N+](=O)[O-])n1,33,102,0.0,-3,4,10,0.0,3,-1,-5
Cc1c(Cl)cccc1NC(=O)C1CCCN(S(C)(=O)=O)C1 (configuration not stated),14,106,3.8,4,3,-2,x,-1,-2,1
COc1ccc(C(=O)Nc2ccc3nc(C)sc3c2)cc1S(=O)(=O)N1CCOCC1,x,101,x,0,-2,-1,x,x,x,x
